High-throughput results: PubChem, The Scripps Research Institute Molecular Screening Center
V1aR counter = V1a receptor agonism, counter-screen for OXTR agonists; activation, % at 3 µM; CHO-V1R cells, Fluo-8 calcium fluorescence, agonist mode; 0% DMSO, 100% 3 nM vasopressin; actives 0.25% (n = 320,000); P37288;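 active = activation above the mean activation of all tested compounds plus 3 SD, per screening run, cut at about 20% in these data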;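 also: signal is peak over basal fluorescence ratio across a 100 second FLIPR read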
Target sequence (P37288 whole entry, looked up): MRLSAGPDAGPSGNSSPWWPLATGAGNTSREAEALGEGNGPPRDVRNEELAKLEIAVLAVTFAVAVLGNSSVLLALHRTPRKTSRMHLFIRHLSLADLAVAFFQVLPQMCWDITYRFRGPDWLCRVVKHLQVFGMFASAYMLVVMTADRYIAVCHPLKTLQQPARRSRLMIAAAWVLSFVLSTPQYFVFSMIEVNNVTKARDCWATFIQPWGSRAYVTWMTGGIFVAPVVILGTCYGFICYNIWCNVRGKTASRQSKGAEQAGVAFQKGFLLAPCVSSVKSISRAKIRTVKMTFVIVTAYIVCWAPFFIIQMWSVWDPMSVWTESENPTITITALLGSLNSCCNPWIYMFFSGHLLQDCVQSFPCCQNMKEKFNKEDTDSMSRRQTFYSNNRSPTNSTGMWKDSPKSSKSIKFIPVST
GPR7 antag = antagonists of human GPR7 (neuropeptides B/W receptor 1); actives 1.1% (n = 290,000); inhibition, % at 4.4 µM; GPR7-expressing cells, fluorescence antagonist assay; in the data active = inhibition above about 16%, passing the limit was not always enough;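 also: cells stimulated with the agonist NPW; 0% = agonist with vehicle and 100% = vehicle without agonist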
Target sequence (P48145 whole entry, looked up): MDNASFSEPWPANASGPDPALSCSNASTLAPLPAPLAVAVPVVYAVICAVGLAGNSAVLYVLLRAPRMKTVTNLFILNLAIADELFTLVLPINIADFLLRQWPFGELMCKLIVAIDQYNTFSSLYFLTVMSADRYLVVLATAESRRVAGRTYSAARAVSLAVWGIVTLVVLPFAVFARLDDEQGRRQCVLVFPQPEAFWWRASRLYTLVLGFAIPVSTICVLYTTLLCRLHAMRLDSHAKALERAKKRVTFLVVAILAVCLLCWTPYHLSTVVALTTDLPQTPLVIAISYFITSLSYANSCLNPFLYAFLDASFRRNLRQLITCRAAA
OXTR agonist = activates the human oxytocin receptor; P30559; CHO-OTR cells, Fluo-8 calcium fluorescence; normalized: DMSO 0%, oxytocin 100%; activation, % at 3 µM; actives 0.32% (n = 320,000);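 active = activation above the mean of all tested compounds plus 3 SD, cutoff set per screening run, cut at about 20% in these data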;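 also: peak over basal fluorescence ratio from a 100 s FLIPR kinetic read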
OXTR potentiate = potentiators of human oxytocin receptor | activation, % at 3 µM | AID 2445 | CHO-OTR cells, Fluo-8 calcium fluorescence, potentiator mode; 0% = oxytocin EC15, 100% = EC100 | actives 0.061% (n = 320,000);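 active = activation above that plate's cutoff, the mean activation of tested compounds plus 3 SD, cut at about 6.6% in these data, passing the limit was not always enough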;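 also: 100% uses oxytocin at 75 nM as the full agonist control; some results filed as inactive read as strong as hits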
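test system = CHO-OTR cells, human receptor | compound = single-point 3.0 µM | schedule = 6 min compound pre-incubation at room temperature, 100 s kinetic read | signal = Fluo-8 no-wash calcium dye fluorescence, excitation 470-495 nm, emission 515-575 nm | repeats = single well per compound, singlicate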
TAAR1 antagonist = human TAAR1 antagonism | Q96RJ0 | actives 1.5% (n = 360,000) | CHO RD-HGA16 TAAR1, Fluo-8 calcium fluorescence, antagonist | inhibition, % at 3 µM;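 active = inhibition above a per-plate cutoff, the mean inhibition of test compounds on that plate plus 3 SD, cut at about 49% in these data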;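 also: 0% = DMSO plus EC80 beta-PEA response and 100% = DMSO alone without agonist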
Target sequence (Q96RJ0 whole entry, looked up): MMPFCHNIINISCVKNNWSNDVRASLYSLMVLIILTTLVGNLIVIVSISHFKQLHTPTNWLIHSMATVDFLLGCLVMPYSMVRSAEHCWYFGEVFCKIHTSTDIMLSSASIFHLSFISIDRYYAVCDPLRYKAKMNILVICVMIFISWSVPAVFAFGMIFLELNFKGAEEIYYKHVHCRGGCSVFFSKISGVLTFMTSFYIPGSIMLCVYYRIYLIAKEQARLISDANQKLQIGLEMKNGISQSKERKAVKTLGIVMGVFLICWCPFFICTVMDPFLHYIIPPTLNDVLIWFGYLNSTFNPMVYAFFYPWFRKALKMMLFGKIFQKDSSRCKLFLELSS
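Material: RD-HGA16 CHO cells with stable hTAAR1 and Gα16; Dosing: single nominal final test compound concentration of 3 µM; Schedule: seeding 17-24 h prior, 75-min 37 °C, 30-min RT dye loading; Detection: kinetic Fluo-8 calcium fluorescence measurement; Measure: % inhibition from peak post-agonist over basal fluorescence ratio; Benchmarks: vehicle and agonist controls.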
M1 PAM parental = M1 PAM counterscreen hit in parental CHO-K1 cells. ATP EC20, Fluo-8 calcium fluorescence; 0% at ATP EC20, 100% at ATP max. actives 0.02% (n = 360,000). activation, % at 3 µM;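 active = activation above the run cutoff, the mean activation of all test compounds plus 3 SD, cut at about 40% in these data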;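 also: peak over basal fluorescence ratio in a 140 s read after ATP addition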
CHO parental Ca = counter-screen for OX1R antagonists: effect in parental CHO cells. parental CHO-K1, ATP-induced calcium, Fluo-8 fluorescence. inhibition, % at 5.6 µM. actives 0.63% (n = 330,000). AID 463079;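 active = inhibition above that plate's mean sample inhibition plus 3 SD, cut at about 26% in these data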;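 also: 0% = ATP-challenged DMSO wells and 100% = DMSO wells without ATP; some compounds past the cut are filed as inactive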
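Assay system: untransfected parental CHO cell line. Also added: ATP agonist challenge. Dosing: one dose, 5.6 µM nominal. Measured by: Fluo-8 fluorescence. Read-out: % inhibition. Benchmarks: ATP wells versus no-ATP DMSO wells. Repeats: no replicates.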
CHO-K1 Ca antag = counter-screen for M1 antagonists: effect in parental CHO-K1 cells; actives 0.6% (n = 360,000); inhibition, % at 3 µM; ATP-induced calcium, Fluo-8 fluorescence;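 active = inhibition above a per-plate cutoff, the plate's mean sample inhibition plus 3 SD, cut at about 24% in these data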;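 also: 0% = DMSO plus EC80 ATP and 100% = DMSO alone without ATP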
CHO-K1 Ca ag = counter-screen for M1 agonists: effect in parental CHO-K1 cells | actives 0.48% (n = 360,000) | Fluo-8 calcium fluorescence; scaled to maximal ATP response, vehicle zero | activation, % at 3 µM; in the data active = activation above about 15%;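 also: untransfected CHO-K1 host cells lacking M1 receptor as counterscreen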
Active calls of the source: *; nt = no result given.

SMILES	V1aR counter	GPR7 antag	OXTR agonist	OXTR potentiate	TAAR1 antagonist	M1 PAM parental	CHO parental Ca	CHO-K1 Ca antag	CHO-K1 Ca ag
Cc1ccc(C2CC(C(F)(F)F)n3nc(C(=O)NCc4ccco4)cc3N2)cc1 (stereo unspecified)	0.8	4	0.8	-7	-15	5	-13	-5	0.2
Cc1ccc(S(=O)(=O)NC(=O)c2ccccc2C)cc1	0.6	-12	-0.4	-7	11	11	2	-13	1.2
C=CCNC(=O)N1CCCC(C(=O)c2cccc(Cl)c2)C1 (stereo unspecified)	0.2	-4	-1.4	4	-9	14	-13	-9	0.3
CCN(Cc1ccccc1)C(=O)c1oc2ccc(S(=O)(=O)N3CCOCC3)cc2c1C	6.0	3	0.8	0	20	-1	-15	-4	5.7
COc1ccc(C(=O)Nc2ccccc2C(=O)N/N=C/c2ccccn2)cc1OC	0.6	-11	-1.3	-4	40	12	-5	-16	5.0
CC(=O)Nc1ccc(S(=O)(=O)Nc2ccc3c(c2)C(=O)OC3)cc1	0.4	-2	0.4	6	nt	nt	0	nt	nt
NC(=O)NC(=O)CSc1nc2sc(-c3ccccc3)cc2c(=O)n1-c1ccccc1	1.0	-17	1.1	-3	17	-5	0	-6	0.1
COc1ccc(S(=O)(=O)Nc2ccccn2)cc1C(=O)Nc1ccccc1	1.2	-7	-0.5	-5	-7	-13	-7	-7	0.1
COc1ccc(C(=O)NN/C(C)=C/C(=O)C(F)(F)C(F)(F)C(F)(F)F)cc1	0.0	-6	-2.1	-8	15	19	-6	-7	0.1
CCN(CC)c1ccc(/C=N/NC(=S)NCc2ccco2)cc1	-0.9	-16	-2.3	-7	0	21	-27	-11	0.2
O=C(CSc1nc(C2CC2)nc2ccccc12)Nc1ccccc1	1.0	-3	-1.7	2	0	-10	-14	-15	-0.1
COc1ccc(-c2[nH]n(-c3ccc([N+](=O)[O-])cc3)c(=O)c2C=NCc2ccc(F)cc2)cc1	-0.1	2	-1.7	-3	-21	26	-6	-9	0.6
CCOc1cc(/C=C2\C(=O)ON=C2C)ccc1OCc1ccccc1	-1.0	1	-2.7	0	43	27	-2	-7	0.6
Cn1c(=O)c2c(nc(N3CCCCC3)n2CCNC2=NCCC2)n(C)c1=O	1.6	-5	1.4	-7	1	26	-3	-12	2.4
O=C(NCCC(=O)N1CCCC(C(F)(F)F)C1)c1ccccc1Cl (stereo unspecified)	0.4	-15	0.3	-6	9	13	11	-5	1.3
CCC(=O)NC(c1cc(Cl)c2ccccc2c1O)C(C)C (stereo unspecified)	0.8	nt	-0.2	3	12	0	-15	-7	-0.1
COC(=O)Cc1ccc(NC(=S)NNC(=O)C2CC2)cc1	0.1	-5	1.2	-2	-4	-22	-6	1	-0.3
CCCS(=O)(=O)N1CCCC(C(=O)NCCCN2CCCC2=O)C1 (stereo unspecified)	-0.2	-9	0.1	-18	0	11	-4	-2	0.3
O=C(NC1CCCC1)C(c1ccsc1)N(Cc1ccccc1)C(=O)Cc1cccs1 (stereo unspecified)	0.2	26	-0.8	-6	52*	18	-34	-8	9.4
CN(C)c1ccc(CN2CCC(C(=O)NC(c3ccc(F)cc3)c3ccc4ccccc4n3)CC2)cc1 (stereo unspecified)	nt	nt	nt	nt	-19	7	nt	3	0.6
CC(=O)Oc1ccc2oc(-c3ccccc3)c(C(N)=O)c2c1	0.5	6	0.5	2	nt	nt	-8	nt	nt
CC1CC(C)CN(c2cc(N(C)CCO)c([N+](=O)[O-])c3nonc23)C1 (stereo unspecified)	-0.8	-9	-0.6	-16	-12	-5	-5	-9	0.9
O=[N+]([O-])c1ccc(NCCCNS(=O)(=O)c2ccccc2)c(Cl)c1	6.9	13	4.6	-11	16	12	0	-3	8.7
O=C(Nc1ccc(F)cc1)c1ccc(Cn2cnnn2)cc1	1.8	-9	0.7	-3	-6	2	6	-12	1.1
N=c1c2ccccc2nc2n1CCCCCCC2	nt	nt	nt	nt	-15	-13	nt	2	0.6

In a second layout: results already given
CCC(=O)NC(c1cc(Cl)c2ccccc2c1O)C(C)C (stereo unspecified)
  V1aR counter = 0.8
  GPR7 antag = nt
  OXTR agonist = -0.2
  OXTR potentiate = 3
  TAAR1 antagonist = 12
  M1 PAM parental = 0
  CHO parental Ca = -15
  CHO-K1 Ca antag = -7
  CHO-K1 Ca ag = -0.1
COc1ccc(C(=O)NN/C(C)=C/C(=O)C(F)(F)C(F)(F)C(F)(F)F)cc1
  V1aR counter = 0.0
  GPR7 antag = -6
  OXTR agonist = -2.1
  OXTR potentiate = -8
  TAAR1 antagonist = 15
  M1 PAM parental = 19
  CHO parental Ca = -6
  CHO-K1 Ca antag = -7
  CHO-K1 Ca ag = 0.1
CC1CC(C)CN(c2cc(N(C)CCO)c([N+](=O)[O-])c3nonc23)C1 (stereo unspecified)
  V1aR counter = -0.8
  GPR7 antag = -9
  OXTR agonist = -0.6
  OXTR potentiate = -16
  TAAR1 antagonist = -12
  M1 PAM parental = -5
  CHO parental Ca = -5
  CHO-K1 Ca antag = -9
  CHO-K1 Ca ag = 0.9
CCN(Cc1ccccc1)C(=O)c1oc2ccc(S(=O)(=O)N3CCOCC3)cc2c1C
  V1aR counter = 6.0
  GPR7 antag = 3
  OXTR agonist = 0.8
  OXTR potentiate = 0
  TAAR1 antagonist = 20
  M1 PAM parental = -1
  CHO parental Ca = -15
  CHO-K1 Ca antag = -4
  CHO-K1 Ca ag = 5.7

Next results.
SMILES	V1aR counter	GPR7 antag	OXTR agonist	OXTR potentiate	TAAR1 antagonist	M1 PAM parental	CHO parental Ca	CHO-K1 Ca antag	CHO-K1 Ca ag
Cc1ccc2oc(=O)c3cc(C(=O)N4CCN(C)CC4)sc3c2c1	0.3	-2	0.8	-2	-24	1	-13	-11	0.7
CC1(C(=O)NS(=O)(=O)c2ccccc2Cl)CCN1C(=O)Cc1cc(F)ccc1F (stereo unspecified)	nt	nt	nt	nt	-17	19	nt	-20	0.9
C/C(Cl)=C\Cn1c(=O)c2c(nc3n2CCS3)n(C)c1=O	0.0	-14	0.4	-2	10	10	-15	-7	0.8
CC(C)C[C@H](NC(=O)OC(C)(C)C)C(=O)N1CCC(C(=O)O)CC1	-0.6	-2	1.5	-3	-35	4	-14	1	0.5
O=C1CSCC(=O)N1Cc1ccc(Cl)cc1Cl	-0.5	0	-1.8	-6	-3	-4	-6	-5	-0.6
O=C(NC1CCCC1)c1c[nH]c2ccc(F)cc2c1=O	0.6	-2	0.0	-10	2	18	-13	-11	1.2
CSc1ccc(S(=O)(=O)Nc2c(C)cccc2C)cc1	-1.7	-1	-1.4	-9	6	-12	-12	-3	-0.6
COCCN1C2=C(COC(C)(C)C2)C(=S)NC1c1ccccc1 (stereo unspecified)	-0.2	1	0.1	-8	-47	8	-30	1	7.9
CCN(CC)S(=O)(=O)c1ccc(Cl)c(C(=O)NCc2ccco2)c1	0.7	6	-0.4	-7	6	2	-15	-4	2.4
CCOc1ccc2nc(N3C(=O)/C(=C/c4ccccc4)NC3=S)sc2c1	1.5	4	1.4	-11	-13	15	15	-6	0.2
O=C(Cn1c(=O)c2c3c(sc2n(Cc2ccccc2)c1=O)CCCC3)NCCO	1.1	-3	-0.1	-17	7	10	-28	-10	-0.6
Cc1ccc(-n2c(N)c(C(=O)NCc3cccnc3)sc2=S)cc1	3.6	3	1.1	-11	5	7	7	-6	1.2
CC(C)[C@@H]1NC(=O)c2cc([N+](=O)[O-])cc(I)c2NCCC[C@@H](C(N)=O)NC(=O)[C@H](CO)NC1=O	0.0	3	-0.9	-4	-13	nt	-16	nt	nt
Cn1c(=O)c2cc(NC(=O)NCCc3ccccc3)ccc2n1Cc1ccc(F)cc1	nt	nt	nt	nt	16	8	nt	0	6.2
Cc1cc(Br)ccc1NC(=O)CNC(=O)c1cnn(C)c1	0.9	nt	1.5	-1	-13	6	-6	-7	0.1
Cc1ccc(S(=O)(=O)N2CCC(C(=O)NCCCN3CCOCC3)CC2)cc1C	3.2	nt	0.8	-3	-13	-9	-7	1	0.4
Cc1cccc(OCCCn2c(=O)oc3ccccc32)c1	-1.2	-3	-2.3	0	-34	23	6	-10	1.1
O=C(c1ccc(CS(=O)(=O)c2ccc(Br)cc2)o1)N1CCN(C2CCCCC2)CC1	-1.2	-2	0.5	3	-8	13	-8	-5	0.1
COc1ccc(CNC(=O)CCc2ccc(S(=O)(=O)N3CCCCCC3)cc2)cc1OC	nt	nt	nt	nt	-11	8	nt	-3	0.9
COc1cc2cc(C(=O)N3CCN(Cc4ccc5c(c4)OCO5)CC3)[nH]c2cc1OC	5.7	14	3.0	-9	16	5	-8	-7	3.3
CC(C)[C@H](NC(=O)Nc1ccccc1F)C(=O)O	0.8	-10	1.4	1	-2	-5	1	-8	-0.2
O=C1OC(=O)c2c(Br)c(Br)c(Br)c(Br)c21	-0.1	nt	-0.1	-3	5	20	-14	-19	1.9
Cc1ccc2nc(NC(=O)c3ccc(NS(=O)(=O)c4cccs4)cc3)sc2c1	0.8	-16	0.7	-10	-15	14	-10	-10	-0.3
Cn1c(N)c(C(=O)COC(=O)CCCN2C(=O)c3ccccc3C2=O)c(=O)n(C)c1=O	1.1	-13	0.8	-21	2	11	-5	-11	1.6
Cc1ccc(N(Cc2cc3ccc(C)cc3[nH]c2=O)S(C)(=O)=O)c(C)c1	0.5	-3	-0.6	-11	-32	-2	-25	8	0.5

The list goes on, starting with the last 2 of the part before.
SMILES	V1aR counter	GPR7 antag	OXTR agonist	OXTR potentiate	TAAR1 antagonist	M1 PAM parental	CHO parental Ca	CHO-K1 Ca antag	CHO-K1 Ca ag
Cn1c(N)c(C(=O)COC(=O)CCCN2C(=O)c3ccccc3C2=O)c(=O)n(C)c1=O	1.1	-13	0.8	-21	2	11	-5	-11	1.6
Cc1ccc(N(Cc2cc3ccc(C)cc3[nH]c2=O)S(C)(=O)=O)c(C)c1	0.5	-3	-0.6	-11	-32	-2	-25	8	0.5
CC1(C)Oc2ccccc2OC1(O)c1ccc2ccccc2n1 (stereo unspecified)	-1.0	4	-2.2	1	22	7	-16	-10	3.8
CC1(C)OC2CCN3C(C(O)COS3(=O)=O)C2O1 (stereo unspecified)	1.1	5	0.6	-5	6	4	-13	-2	-0.4
Fc1cc(F)c(C2SCCN2C(=S)Nc2cccc(C(F)(F)F)c2)c(F)c1 (stereo unspecified)	9.6	10	18	-15	3	14	-4	-7	11
O=C1C=C(c2c(O)ccc3ccccc23)c2ccccc2C1=O	nt	nt	nt	nt	48	10	nt	-7	6.3
CCCn1nnc(NC(=O)c2ccco2)n1	-0.4	10	1.1	2	-15	23	-1	-3	0.2
Cc1ccc(-n2c(C(C)C)nc3oc4ccccc4c(=O)c3c2=O)cc1	1.8	-14	2.8	-11	-19	10	4	-6	1.8
COc1ccc(N2CCN(C(=O)NCc3ccc(OC)c(Cl)c3)CC2)cc1	2.2	4	1.1	-11	-10	-1	-5	-14	9.9
